APJ antagonist – APJ receptor antagonism; P35414; CHO-K1 APJ beta-arrestin complementation, luminescence; inhibition, % at 20 µM; 330,000 compounds, 0.32% hits; AID 2521;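 active means inhibition above about 40% at 20 µM, limit read from the data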;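 further: cells challenged with 10 nM apelin-13 agonist together with compound; plate controls were apelin-13 plus DMSO wells for no effect and DMSO wells lacking apelin-13 for full effect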
Target sequence (P35414 whole entry, looked up): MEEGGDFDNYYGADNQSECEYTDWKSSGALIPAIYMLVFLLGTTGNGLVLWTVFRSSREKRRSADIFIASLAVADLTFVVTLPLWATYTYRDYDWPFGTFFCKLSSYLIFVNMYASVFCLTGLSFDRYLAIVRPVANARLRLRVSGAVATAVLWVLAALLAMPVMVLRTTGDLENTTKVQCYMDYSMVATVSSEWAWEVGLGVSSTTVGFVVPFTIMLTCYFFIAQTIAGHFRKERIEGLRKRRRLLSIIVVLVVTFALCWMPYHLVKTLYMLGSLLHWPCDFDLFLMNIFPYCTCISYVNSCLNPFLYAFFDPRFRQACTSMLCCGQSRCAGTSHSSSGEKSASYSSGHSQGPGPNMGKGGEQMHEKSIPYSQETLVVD
CCR6 antagonist – antagonists of human CCR6 receptor; 340,000 compounds, 0.49% hits; inhibition, % at 20 µM; CHO-K1 CCR6 PathHunter beta-arrestin, luminescence, CCL20-stimulated; P51684;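 active means compounds whose inhibition of the agonist-driven luminescence signal at 20 µM reaches about 50%, limit read from the data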;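 further: cells stimulated with CCL20 at 14 nM final; plate controls were DMSO with CCL20 for no effect and DMSO without agonist for full effect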
ATG4B inh – ATG4B (human) cysteine protease inhibition | Q9Y4P1 | ATG4B cleavage of LC3-PLA2, NBD-HPC fluorescence, 1 h | inhibition, % at 8.33 µM | 340,000 compounds, 0.51% hits; in the data active means inhibition above about 40%
EBI2 block – EBI2 (human) antagonism; inhibition, % at 5 µM; P32249; EBI2 beta-arrestin recruitment, luminescence, 7a,25-OHC stimulated; 360,000 compounds, 0.81% hits; in the data active means inhibition above about 38%;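 further: enzyme fragment complementation signal reports receptor beta-arrestin coupling in cells; 0% = agonist plus DMSO wells and 100% = wells without agonist; some results beyond the cut were filed as inactive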
Gli-Sufu block – blocks Gli-Sufu signaling in a luciferase reporter | Sufu-KO-LIGHT fibroblasts, Gli luciferase reporter luminescence | inhibition, % at 5 µM | 340,000 compounds, 0.74% hits | AID 588413;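 active means inhibition above about 55%, limit read from the data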;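 further: 0% = DMSO-treated cells and 100% = wells with medium but no cells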
UBC13 inh – inhibitors of human UBC13 polyubiquitin chain formation; P61088; inhibition, % at 20 µM; TR-FRET; 330,000 compounds, 0.47% hits; AID 485273; in the data active means inhibition above about 45%, passing the limit was not always enough
Target sequence (P61088 whole entry, looked up): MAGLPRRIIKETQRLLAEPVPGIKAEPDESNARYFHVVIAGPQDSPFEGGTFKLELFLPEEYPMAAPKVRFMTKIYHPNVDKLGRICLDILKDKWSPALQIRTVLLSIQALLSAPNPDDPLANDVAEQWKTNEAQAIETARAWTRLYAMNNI
APJ ag – APJ receptor agonism. P35414. CHO-K1 APJ PathHunter beta-arrestin, luminescence; 0% DMSO wells, 100% apelin. activation, % at 20 µM. 330,000 compounds, 0.11% hits;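 active means activation more than six SD over the plate average, tested at 20 µM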;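 further: 0% = DMSO alone and 100% = apelin-13 at 10 nM; some results filed as inactive read as strong as hits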
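Incubation: overnight seeding, 90 min compound at 25 °C, 1 h detection; test system: PathHunter CHO-K1 APJ (AGTRL-1) beta-arrestin reporter cells; amount: 1000 cells/well; doses: one dose, 20 µM compound, 1% DMSO; measured by: beta-gal luminescence; measure: agonist-driven arrestin binding to APJ; benchmarks: negative DMSO alone, positive Apelin-13 at 10 nM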
CXCR6 inh – CXCR6 (human) receptor inhibition. O00574. CHO-K1 PathHunter CXCR6 beta-arrestin, luminescence. inhibition, % at 20 µM. 360,000 compounds, 0.36% hits. AID 602244; in the data active means inhibition above about 34%, passing the limit was not always enough;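 further: antagonist mode with CXCL16 agonist at 10 nM final; 0% = 10 nM CXCL16 with DMSO and 100% = unstimulated wells without agonist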
Target sequence (O00574 whole entry, looked up): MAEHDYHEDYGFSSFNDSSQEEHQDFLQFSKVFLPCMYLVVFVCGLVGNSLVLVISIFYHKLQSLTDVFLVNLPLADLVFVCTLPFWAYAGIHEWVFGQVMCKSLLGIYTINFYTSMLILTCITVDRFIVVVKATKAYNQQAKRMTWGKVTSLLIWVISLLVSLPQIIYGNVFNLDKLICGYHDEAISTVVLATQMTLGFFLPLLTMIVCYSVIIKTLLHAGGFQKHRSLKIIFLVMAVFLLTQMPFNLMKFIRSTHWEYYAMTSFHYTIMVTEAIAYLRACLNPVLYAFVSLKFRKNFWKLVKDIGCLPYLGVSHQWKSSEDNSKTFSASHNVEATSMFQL
The depositor's hits bear a star.

A first look, 2 compounds:
Results for COc1ccc(NS(=O)(=O)c2ccc(N3CCCC3=O)cc2)cn1 ?
APJ antagonist: -13; CCR6 antagonist: 2; ATG4B inh: -1; EBI2 block: -8; Gli-Sufu block: 26; UBC13 inh: 3; APJ ag: 0; CXCR6 inh: -5

How did O=C(NCCNc1ccc(Cl)cc1[N+](=O)[O-])c1ccccc1F do in these assays?
APJ antagonist: 7; CCR6 antagonist: 10; ATG4B inh: 4; EBI2 block: 2; Gli-Sufu block: -16; UBC13 inh: -81; APJ ag: -4; CXCR6 inh: 16

The list itself, repeating the preview:
Results for COc1ccc(NS(=O)(=O)c2ccc(N3CCCC3=O)cc2)cn1 ?
APJ antagonist: -13; CCR6 antagonist: 2; ATG4B inh: -1; EBI2 block: -8; Gli-Sufu block: 26; UBC13 inh: 3; APJ ag: 0; CXCR6 inh: -5

How did O=C(NCCNc1ccc(Cl)cc1[N+](=O)[O-])c1ccccc1F do in these assays?
APJ antagonist: 7; CCR6 antagonist: 10; ATG4B inh: 4; EBI2 block: 2; Gli-Sufu block: -16; UBC13 inh: -81; APJ ag: -4; CXCR6 inh: 16

How did CC1(C)CC(=O)C2=C(C1)Nc1ccccc1N1C(=O)c3ccccc3C21 (centres undefined) do in these assays?
APJ antagonist: 2; CCR6 antagonist: 9; ATG4B inh: -1; EBI2 block: 5; Gli-Sufu block: -1; UBC13 inh: 7; APJ ag: -5; CXCR6 inh: 4

What do the screens show for `O=C(C1CCC1)N1CCc2cc(S(=O)(=O)NCc3cccnc3)ccc21`?
APJ antagonist: 2; CCR6 antagonist: 5; ATG4B inh: -11; EBI2 block: -3; Gli-Sufu block: 6; UBC13 inh: 3; APJ ag: 2; CXCR6 inh: -6

What do the screens show for `CCCCNC(=S)N/N=C/c1ccc(C)s1`?
APJ antagonist: 7; CCR6 antagonist: -2; ATG4B inh: -5; EBI2 block: 29; Gli-Sufu block: -50; UBC13 inh: 5; APJ ag: -4; CXCR6 inh: 15

What do the screens show for `COc1ccc(-c2nc(Cn3c(SCc4ccccc4F)nc4ccncc43)c(C)o2)cc1`?
APJ antagonist: 9; CCR6 antagonist: 1; ATG4B inh: 3; EBI2 block: 5; Gli-Sufu block: 2; UBC13 inh: 18; APJ ag: 8; CXCR6 inh: 8

How did COCCN(C(=O)COC(=O)CCC(=O)c1cccs1)c1c(N)n(Cc2ccccc2)c(=O)[nH]c1=O do in these assays?
APJ antagonist: 0; CCR6 antagonist: 19; ATG4B inh: 4; EBI2 block: -12; Gli-Sufu block: -3; UBC13 inh: -2; APJ ag: -5; CXCR6 inh: -11

How did COc1ccc(OC)c(C(=O)c2coc3ccc(OC(C)=O)cc23)c1 do in these assays?
APJ antagonist: 14; CCR6 antagonist: 21; ATG4B inh: 1; EBI2 block: 1; Gli-Sufu block: -5; UBC13 inh: -1; APJ ag: -1; CXCR6 inh: 2

Results for CCOc1ccccc1N1CCN(C(=O)c2c(C)noc2C)CC1 ?
APJ antagonist: -14; CCR6 antagonist: -11; ATG4B inh: -4; EBI2 block: -5; Gli-Sufu block: 4; UBC13 inh: 3; APJ ag: -5; CXCR6 inh: -1

How did O=C(CSc1nnc(-c2cccs2)n1Cc1ccco1)Nc1ccc2c(c1)OCO2 do in these assays?
APJ antagonist: 5; CCR6 antagonist: 19; ATG4B inh: 11; EBI2 block: 9; Gli-Sufu block: 4; UBC13 inh: 11; APJ ag: -2; CXCR6 inh: 2

What do the screens show for `O=C(NCc1cccs1)C1CC(=O)N(c2ccc(F)cc2)C1` (centres undefined)?
APJ antagonist: -8; CCR6 antagonist: 3; ATG4B inh: -9; EBI2 block: 7; Gli-Sufu block: -2; UBC13 inh: 2; APJ ag: 0; CXCR6 inh: -2

Results for O=C1NC(c2ccccc2)=C(c2ccc3ccccc3n2)C(c2ccccc2)N1 (centres undefined) ?
APJ antagonist: 0; CCR6 antagonist: 4; ATG4B inh: -8; EBI2 block: 15; Gli-Sufu block: 14; UBC13 inh: -22; APJ ag: -4; CXCR6 inh: 5

The last 2 entries of the section above open the next one:
What do the screens show for `O=C(NCc1cccs1)C1CC(=O)N(c2ccc(F)cc2)C1` (centres undefined)?
APJ antagonist: -8; CCR6 antagonist: 3; ATG4B inh: -9; EBI2 block: 7; Gli-Sufu block: -2; UBC13 inh: 2; APJ ag: 0; CXCR6 inh: -2

Results for O=C1NC(c2ccccc2)=C(c2ccc3ccccc3n2)C(c2ccccc2)N1 (centres undefined) ?
APJ antagonist: 0; CCR6 antagonist: 4; ATG4B inh: -8; EBI2 block: 15; Gli-Sufu block: 14; UBC13 inh: -22; APJ ag: -4; CXCR6 inh: 5

Results for COC(=O)c1cc(OC)c(OC)cc1-n1cnc2cc(OC)c(OC)cc2c1=O ?
APJ antagonist: -11; CCR6 antagonist: -3; ATG4B inh: 4; EBI2 block: -10; Gli-Sufu block: -3; UBC13 inh: -5; APJ ag: 1; CXCR6 inh: 4

Results for Cc1ccc(OCCC(=O)Nc2c(C)n(C)n(-c3ccccc3)c2=O)cc1 ?
APJ antagonist: 11; CCR6 antagonist: -8; ATG4B inh: -4; EBI2 block: -7; Gli-Sufu block: -95; UBC13 inh: 2; APJ ag: -3; CXCR6 inh: -10

What do the screens show for `CCCn1c(NC(=O)CCNC(=O)c2ccccc2Cl)nc2ccccc21`?
APJ antagonist: 14; CCR6 antagonist: 17; ATG4B inh: -3; EBI2 block: 12; Gli-Sufu block: 2; UBC13 inh: -4; APJ ag: -4; CXCR6 inh: 12

What do the screens show for `CCCCN(C(=S)SC)C1CCS(=O)(=O)C1` (centres undefined)?
APJ antagonist: -12; CCR6 antagonist: 15; ATG4B inh: -9; EBI2 block: 2; Gli-Sufu block: 8; UBC13 inh: -1; APJ ag: -2; CXCR6 inh: 3

What do the screens show for `COc1ccc(S(=O)(=O)Nc2cccc3c2O[C@H](CN(C)C(=O)Nc2c(C)noc2C)[C@@H](C)CN([C@H](C)CO)C3=O)cc1`?
APJ antagonist: -2; CCR6 antagonist: 8; ATG4B inh: -3; EBI2 block: -11; Gli-Sufu block: -2; UBC13 inh: 1; APJ ag: -2; CXCR6 inh: 6

Results for Cc1ccc(NC(=O)C2CCC2)cc1S(=O)(=O)N1CCCCCC1 ?
APJ antagonist: -36; CCR6 antagonist: 4; ATG4B inh: -4; EBI2 block: -3; Gli-Sufu block: 1; UBC13 inh: -2; APJ ag: 7; CXCR6 inh: 2

What do the screens show for `Cc1ccccc1S(=O)(=O)Cc1ccc(C(=O)NC2CCCCC2C)o1` (centres undefined)?
APJ antagonist: 19; CCR6 antagonist: 9; ATG4B inh: -4; EBI2 block: 5; Gli-Sufu block: -10; UBC13 inh: 3; APJ ag: -5; CXCR6 inh: 6

How did O=C(Nc1cc(=O)[nH]c2nc(-c3ccccc3)nn12)c1ccccc1Cl do in these assays?
APJ antagonist: 2; CCR6 antagonist: 10; ATG4B inh: 5; EBI2 block: 2; Gli-Sufu block: 10; UBC13 inh: -6; APJ ag: -3; CXCR6 inh: -10

What do the screens show for `CCc1ccc(-c2ccc3nnc(SC)n3n2)cc1`?
APJ antagonist: -1; CCR6 antagonist: 1; ATG4B inh: -18; EBI2 block: -19; Gli-Sufu block: -3; UBC13 inh: 19; APJ ag: 5; CXCR6 inh: 2

What do the screens show for `CC(C)C(=O)N1CCN(c2ccc(NC(=O)c3ccc([N+](=O)[O-])o3)cc2Cl)CC1`?
CCR6 antagonist: 2; ATG4B inh: -13; EBI2 block: -6; Gli-Sufu block: 18; CXCR6 inh: -14

What do the screens show for `CCN(CC)C(=O)c1ccc(S(=O)(=O)Cc2ccc(C)cc2)c([N+](=O)[O-])c1`?
APJ antagonist: -13; CCR6 antagonist: -19; ATG4B inh: 5; EBI2 block: -12; Gli-Sufu block: 2; UBC13 inh: 1; APJ ag: 5; CXCR6 inh: -18

Results for Cc1ccc2cccc(OCC(=O)Nc3ccc(N4CCOCC4)cc3)c2n1 ?
APJ antagonist: -7; CCR6 antagonist: 1; ATG4B inh: -6; EBI2 block: -4; Gli-Sufu block: -3; UBC13 inh: -7; APJ ag: 0; CXCR6 inh: -7

Results for CCOC(=O)C1CCCN(C(=O)COc2ccc(N(C)S(=O)(=O)c3ccc(F)cc3)cc2)C1 (centres undefined) ?
APJ antagonist: 6; CCR6 antagonist: 10; ATG4B inh: -2; EBI2 block: -3; Gli-Sufu block: -2; UBC13 inh: 1; APJ ag: 4; CXCR6 inh: 2

What do the screens show for `COc1ccc(S(=O)(=O)Cc2ccc(C(=O)NCCc3ccc(S(N)(=O)=O)cc3)o2)cc1`?
APJ antagonist: 2; CCR6 antagonist: 4; ATG4B inh: 0; EBI2 block: -5; Gli-Sufu block: 2; UBC13 inh: -1; APJ ag: -4; CXCR6 inh: 4

How did CCNC(=O)c1ccc(=O)n(Cc2ccc(Cl)cc2Cl)c1 do in these assays?
APJ antagonist: 2; CCR6 antagonist: 6; ATG4B inh: 3; EBI2 block: -7; Gli-Sufu block: 2; UBC13 inh: -3; APJ ag: -2; CXCR6 inh: -5

What do the screens show for `Cn1c(NNC(=O)c2ccc(C(C)(C)C)cc2)cc(=O)n(C)c1=O`?
APJ antagonist: 9; CCR6 antagonist: 18; ATG4B inh: -14; EBI2 block: -9; Gli-Sufu block: -9; UBC13 inh: -3; APJ ag: -2; CXCR6 inh: 7

What do the screens show for `COc1ccccc1CN(C)C(=O)COC(=O)c1ccc(Cl)nc1`?
APJ antagonist: 7; CCR6 antagonist: 4; ATG4B inh: 10; EBI2 block: 2; Gli-Sufu block: -1; UBC13 inh: -14; APJ ag: 0; CXCR6 inh: -4

How did O=C1C(Cc2ccc3[nH]ccc3c2)NC(=S)N1c1ccccc1 (centres undefined) do in these assays?
APJ antagonist: 9; CCR6 antagonist: 8; ATG4B inh: -7; EBI2 block: 0; Gli-Sufu block: 1; UBC13 inh: 2; APJ ag: 0; CXCR6 inh: -1

How did CCN(CC)c1ccc(NC(=S)NC(=O)c2cccs2)cc1 do in these assays?
APJ antagonist: 19; CCR6 antagonist: 14; ATG4B inh: 5; EBI2 block: 20; Gli-Sufu block: -107; UBC13 inh: 10; APJ ag: -4; CXCR6 inh: 17

Results for CCOC(=O)c1nc(NCc2ccccc2)c2ccccc2n1 ?
APJ antagonist: -11; CCR6 antagonist: 10; ATG4B inh: -10; EBI2 block: -8; Gli-Sufu block: 3; UBC13 inh: 4; APJ ag: -2; CXCR6 inh: 1

Results for COc1ccc(N(C(C)C(=O)N/N=C/c2ccc(OC)c(OC)c2)S(C)(=O)=O)cc1 (centres undefined) ?
APJ antagonist: -3; CCR6 antagonist: -3; ATG4B inh: -15; EBI2 block: -16; Gli-Sufu block: -2; UBC13 inh: -8; APJ ag: 0; CXCR6 inh: 5

Results for Cc1cccc(Cc2nnc(CCC(=O)N(C)CCc3ccccc3)o2)c1 ?
APJ antagonist: -12; CCR6 antagonist: 2; ATG4B inh: -1; EBI2 block: 1; Gli-Sufu block: -28; UBC13 inh: -6; APJ ag: -4; CXCR6 inh: 4

How did COc1ccc(CCNC(=O)CCC(=O)Nc2ccccc2[N+](=O)[O-])cc1OC do in these assays?
APJ antagonist: 2; CCR6 antagonist: -12; ATG4B inh: -3; EBI2 block: -10; Gli-Sufu block: -4; UBC13 inh: 0; APJ ag: 1; CXCR6 inh: 6

Results for COc1ccc(/C=C(\C#N)C(=O)Nc2cccc3ncccc23)cc1OC ?
APJ antagonist: -11; CCR6 antagonist: 1; ATG4B inh: 5; EBI2 block: 17; Gli-Sufu block: -1; UBC13 inh: -15; APJ ag: 9; CXCR6 inh: -14

Results for Cn1c(CSCc2ccc(Cl)c(Cl)c2)n[nH]c1=S ?
APJ antagonist: 1; CCR6 antagonist: 14; ATG4B inh: -3; EBI2 block: -11; Gli-Sufu block: 3; UBC13 inh: -3; APJ ag: -1; CXCR6 inh: -6
